Screens: PubChem, National Center for Advancing Translational Sciences (NCATS)
KDM5B inhibitor: blocks human KDM5B histone demethylase activity. Q9UGL1. KDM5B demethylase, FDH-coupled NADH fluorescence (FDH is formaldehyde dehydrogenase). Potency, µM (titrated, usually from 57.7 µM), for the others: at the highest dose activity change, negative = inhibition, usual class: inhibitors. 220,000 compounds, 2.6% hits. AID 1347165; active = well fitted inhibition curve with a large enough effect; inconclusive = small, poorly fitted or top-dose-only effect; inactive = no such curve, though single readings can be large or run the other way; also: 0% is about no effect; nearly all actives have a fitted effect of over 70% in size
Target sequence (Q9UGL1 whole entry, looked up): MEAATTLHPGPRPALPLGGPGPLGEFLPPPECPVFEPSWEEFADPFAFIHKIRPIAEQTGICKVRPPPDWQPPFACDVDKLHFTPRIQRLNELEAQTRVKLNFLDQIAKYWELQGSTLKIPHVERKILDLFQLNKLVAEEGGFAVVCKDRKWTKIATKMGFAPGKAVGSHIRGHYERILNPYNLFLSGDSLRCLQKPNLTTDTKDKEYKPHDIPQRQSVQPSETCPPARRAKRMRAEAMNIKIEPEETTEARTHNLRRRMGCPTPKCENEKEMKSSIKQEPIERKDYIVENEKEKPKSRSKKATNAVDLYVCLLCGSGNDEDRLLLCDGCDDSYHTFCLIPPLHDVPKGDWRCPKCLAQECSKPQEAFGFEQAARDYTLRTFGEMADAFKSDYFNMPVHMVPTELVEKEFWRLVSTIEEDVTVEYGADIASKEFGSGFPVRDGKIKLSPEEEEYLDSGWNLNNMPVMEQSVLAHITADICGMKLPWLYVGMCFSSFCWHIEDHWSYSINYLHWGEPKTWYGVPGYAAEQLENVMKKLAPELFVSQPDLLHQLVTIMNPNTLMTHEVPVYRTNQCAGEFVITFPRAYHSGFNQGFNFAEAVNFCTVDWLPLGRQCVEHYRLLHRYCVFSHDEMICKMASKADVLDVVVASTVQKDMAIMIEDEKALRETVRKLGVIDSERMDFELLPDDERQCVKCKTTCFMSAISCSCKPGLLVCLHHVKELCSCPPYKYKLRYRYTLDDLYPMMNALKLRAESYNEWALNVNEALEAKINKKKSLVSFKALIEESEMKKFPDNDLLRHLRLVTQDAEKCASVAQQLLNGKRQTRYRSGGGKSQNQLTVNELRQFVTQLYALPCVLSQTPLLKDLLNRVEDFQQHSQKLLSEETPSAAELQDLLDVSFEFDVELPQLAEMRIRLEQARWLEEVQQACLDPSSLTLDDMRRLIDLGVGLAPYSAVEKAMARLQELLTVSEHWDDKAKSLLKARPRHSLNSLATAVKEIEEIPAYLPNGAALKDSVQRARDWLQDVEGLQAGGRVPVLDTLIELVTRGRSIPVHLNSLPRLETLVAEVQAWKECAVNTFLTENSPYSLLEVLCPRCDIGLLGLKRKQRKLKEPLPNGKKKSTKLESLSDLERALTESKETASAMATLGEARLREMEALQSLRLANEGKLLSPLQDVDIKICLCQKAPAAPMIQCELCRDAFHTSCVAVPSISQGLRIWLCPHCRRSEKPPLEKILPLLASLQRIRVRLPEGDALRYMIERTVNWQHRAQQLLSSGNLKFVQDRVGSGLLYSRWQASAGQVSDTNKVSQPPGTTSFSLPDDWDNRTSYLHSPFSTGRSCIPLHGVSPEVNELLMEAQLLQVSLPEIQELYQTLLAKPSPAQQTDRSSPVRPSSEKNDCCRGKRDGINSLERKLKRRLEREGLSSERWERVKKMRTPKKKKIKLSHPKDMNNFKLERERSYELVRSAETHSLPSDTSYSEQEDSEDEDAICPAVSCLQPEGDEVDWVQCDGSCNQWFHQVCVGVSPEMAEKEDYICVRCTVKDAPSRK
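Inhibition is measured as reduced NADH fluorescence generation from FDH coupling to formaldehyde release. Truncated KDM5BΔAP at 200 nM final acts on H3K4me3 peptide (12.5 µM in substrate mix) in pH 7.5 HEPES buffer with Tween-20, 30 min, room temperature.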
Starred values were filed as active, the others as inactive; i = inactive; ? = inconclusive; [ ] = dose if it differs, or a comment. Potency is read from the fitted curve at half-maximal effect.

SMILES	KDM5B inhibitor
CCN(CC)CCOC(=O)c1ccc(N/C=C(/C#N)c2nc(-c3cc4ccccc4oc3=O)cs2)cc1	-25%
COc1cccc(-c2nnnn2[C@H]2CO[C@H]3[C@@H]2OC[C@@H]3NS(=O)(=O)c2ccccc2C#N)c1	-9%
Cc1ccc(NC(=O)Nc2c(NC3CCCC3)c3ccccc3oc2=O)cc1F	7%
CCN1CCN(C(=O)C2CCN(c3cnn(CCOC)c(=O)c3)C2)CC1 (centres undefined)	-13%
O=C(CCC1CCCN(S(=O)(=O)c2ccccc2)C1)NCC1CC1 (centres undefined)	20µM*
Cc1c(O)ccc2c(CN3CCN(C)CC3)cc(=O)oc12	?
O=C(Cn1cc(C(=O)C2CC2)c2ccccc21)Nc1ccc(Br)cc1	-24%
COC(=O)[C@@H]1Cc2ncn(Cc3ccc(OC)cc3)c2CN1S(=O)(=O)c1cccc2cccnc12	?
CNC(=O)c1ccc2cc[nH]c2n1	386%[activator][230 µM]
CCn1cc(S(=O)(=O)c2cccc(Cl)c2)c(=O)c2cc(F)c(N3CCN(C)CC3)cc21	?
CN(C)[C@@H]1CN(C(=O)c2ccc(F)cc2F)C[C@H]1CO	12%
N#Cc1nc(Cc2ccccc2)oc1N1CCCCC1	-12%
O=C(c1cc(F)cc(F)c1)N1CCC(Oc2ncccc2C(=O)N2CCCCC2)C1 (centres undefined)	-17%
CCn1c(CSc2nnc(C3CC3)o2)nc2cc(S(=O)(=O)N(C)C)ccc21	-25%
COc1ccc(C(=O)Oc2ccccc2Br)cc1Br	19%

Seven entries from above, reformatted:
KDM5B inhibitor	Compound
?	CCn1cc(S(=O)(=O)c2cccc(Cl)c2)c(=O)c2cc(F)c(N3CCN(C)CC3)cc21
?	Cc1c(O)ccc2c(CN3CCN(C)CC3)cc(=O)oc12
-24%	O=C(Cn1cc(C(=O)C2CC2)c2ccccc21)Nc1ccc(Br)cc1
-12%	N#Cc1nc(Cc2ccccc2)oc1N1CCCCC1
-9%	COc1cccc(-c2nnnn2[C@H]2CO[C@H]3[C@@H]2OC[C@@H]3NS(=O)(=O)c2ccccc2C#N)c1
12%	CN(C)[C@@H]1CN(C(=O)c2ccc(F)cc2F)C[C@H]1CO
?	COC(=O)[C@@H]1Cc2ncn(Cc3ccc(OC)cc3)c2CN1S(=O)(=O)c1cccc2cccnc12

Later entries.
SMILES	KDM5B inhibitor
C=CCCCC(=O)Nc1ccc(NC(=O)C(C)(C)C)c(OC)c1	24%
O=C(N/N=C(/c1ccccc1)c1cccnc1)c1cccs1	3%
COc1ccc(NC(=O)c2cnc3c(c2)N(C(=O)Cc2ccccc2OC)CCC3)cn1	6%[86.2 µM]
CNc1nccc(N2CCC(CC(=O)N3CCN(c4cccc(OC)c4)CC3)CC2)n1	-11%
O=C(CS(=O)(=O)c1ccc(Br)cc1)c1ccccc1	4%
Cc1ccc(-n2c(C3CCN(C(=O)c4cc(F)ccc4F)CC3)n[nH]c2=O)cc1	-10%
COc1ccc(CN[C@@H]2CO[C@H](CNC(=O)CC(C)(C)C)[C@H]2O)cc1	-3%[86.2 µM]
COc1ccc2nc([C@H]3CCN(C(=O)c4ccccc4)C3)[nH]c2c1	-7%[86.2 µM]
COCCOCc1nc(C2CCCN2C(=O)c2ccccn2)no1 (centres undefined)	?
CC1(c2ccccc2)CCCN(C(=O)c2cc(-c3ccncc3)n[nH]2)C1 (centres undefined)	29%
CCNC(=O)N1CCCCCCNC(=O)[C@@H]2C[C@@H](c3nc(-c4cccnc4)no3)C[C@@H]21	14%
Cc1cnc(C(=O)N2CCCC(C(=O)NCc3ccccc3)CCNC(=O)CC2)cn1 (centres undefined)	4%
O=S(=O)(c1ccc(F)cc1)c1nc(-c2ccccc2)oc1N1CCOCC1	1%
CC(=O)NC(C(=O)OCC(=O)N(c1ccccc1)c1ccccc1)C(C)C (centres undefined)	-16%
CC1=C(C(=O)Nc2ccc(C)cn2)C(c2ccc(N(C)C)cc2)C2=C(CCCC2=O)N1 (centres undefined)	-9%
Cc1cc(C)c2c(n1)sc1c(=O)n(CC(=O)c3ccccc3)cnc12	21%
O=C(NCc1ccccc1)C1CCN(c2cc(C(F)(F)F)ncn2)CC1	11%
O=C(CCn1c(=O)c2ccccc2n(Cc2cccc(F)c2)c1=O)NCc1ccc2c(c1)OCO2	8%
CCc1ccc(OCCn2c(C3CC(=O)N(Cc4ccc(F)cc4)C3)nc3ccccc32)cc1 (centres undefined)	-13%
C[C@@H]1CN(C[C@@H]2CN(C(=O)c3ccc(Cl)o3)C[C@@H]2CO)C[C@H](C)O1	-14%
CCC1=NN2C(=N)/C(=C/c3ccc(OS(=O)(=O)c4ccccc4)c(OC)c3)C(=O)N=C2S1	-11%
Cn1ccc2c(C(=O)NCCC(N)=O)nc(-c3ccccc3)cc21	32µM*
O=C(C1COc2ccccc2C1)N1CCc2c(ncnc2N2CCOCC2)C1 (centres undefined)	-27%
N#Cc1ccc(S(=O)(=O)N2C[C@@H](Oc3cccnc3)C[C@H]2C(N)=O)cc1	27%
CC1CCN(S(=O)(=O)c2ccc3c(c2)N(CC(=O)N(C)Cc2ccccc2)C(=O)CO3)CC1	-18%
COc1ccc(-c2nn3c(CCCC(=O)O)nc4ccccc4c3nc2=O)cc1	-12%
CCCc1c(C(=O)NNc2ccc(C)cc2)cnn1-c1ccccc1	-13%
COc1cccc(-n2c(-c3ccco3)nc3c(cnn3-c3ccc(Cl)cc3)c2=O)c1	?
CC(=O)c1ccc(NC(=O)c2ccc(CNc3c(N4CCCC4)c(=O)c3=O)cc2)cc1	-3%
COc1ccc(C2Cn3nnc(C(=O)N4CCN(C(=O)c5ccccc5F)CC4)c3CO2)cc1 (centres undefined)	-23%

Quoted at random: four entries already listed.
SMILES	KDM5B inhibitor
CCN1CCN(C(=O)C2CCN(c3cnn(CCOC)c(=O)c3)C2)CC1 (centres undefined)	-13%
COc1ccc(-c2nn3c(CCCC(=O)O)nc4ccccc4c3nc2=O)cc1	-12%
O=C(NCc1ccccc1)C1CCN(c2cc(C(F)(F)F)ncn2)CC1	11%
O=S(=O)(c1ccc(F)cc1)c1nc(-c2ccccc2)oc1N1CCOCC1	1%

Remaining list, next part.
SMILES	KDM5B inhibitor
Cc1ccnc(NC(=O)c2ccc3c(c2)C(=O)N(CC(C)C)C3=O)c1	-18%
COC(=O)C1=C(C)N=C2SC=C(CC(=O)Nc3ccc(C)cc3)N2C1c1cccc(OC)c1 (centres undefined)	-26%
COC(=O)c1cccn2cc(CN3CCN(S(=O)(=O)c4cccc(C(F)(F)F)c4)CC3)nc12	?
COCCCNC(=O)c1sc2nc(C)c(C(=O)Nc3ccc(Cl)cc3)c(-c3ccc(Br)cc3)c2c1N	-6%
O=C(c1cc2n(n1)CC(c1ccc(Cl)cc1)OC2)N1CCCCC1 (centres undefined)	4%
O=C1CC(c2ccccc2F)Cc2nc(N3CCN(c4cccc(C(F)(F)F)c4)CC3)ncc21 (centres undefined)	-5%
COc1ccccc1CCC(=O)N[C@@H]1CN(c2ccncn2)C[C@H]1CN(C)C	14%
Cc1cccc(OCC(=O)Nc2ccc(-c3nc4ccc(C)cc4o3)cc2)c1	?
CC(=O)N1CCC(C(=O)N[C@@H]2COCC[C@@H]2OCc2ccccc2)CC1	-16%
CCN1CCN(C(=O)NC(c2ccc(C)c(F)c2)C(Cl)(Cl)Cl)CC1 (centres undefined)	-13%
COc1ccc(CN2C[C@@H]3OCC(=O)N(c4ccccc4)[C@@H]3C2)cc1	?
O=C(Nc1ccc(Cl)cc1Cl)c1cc(S(=O)(=O)N2CCN(c3ccccc3F)CC2)ccc1F	-28%
CC(=O)Nc1ccc(CN2CCN3C(=O)N(Cc4ccccc4)C[C@H]3C2)cc1	17%[86.2 µM]
Fc1ccc(CNC(=S)NCc2ccc(F)cc2)cc1	8%
COc1ccc(NC(=O)C2CCN(c3nc4ccccc4nc3OC)CC2)cc1OC	4%
O=C(Nc1ccccc1Br)c1cc2cc(Br)ccc2oc1=O	19%
COCc1ccccc1CNC(=O)c1nccnc1N	?
NC1=NC(c2ccc([N+](=O)[O-])cc2)N(c2ccc(F)cc2)C(N)=N1 (centres undefined)	0%
O=C1NC(C(=O)Nc2cccc(F)c2)Cn2cccc21 (centres undefined)	4%
COC(=O)c1cc(NC(=O)C2CCC2)cc(C(=O)OC)c1	?
CN1C[C@H](O)C[C@H]1c1nnc2n1CCN(C(=O)c1nccc3ccccc13)CC2	?
CC(C)c1nccc(-c2c(-c3ccccc3)ncn2CCCN2CCOCC2)n1	?
CCCS(=O)(=O)N1CCCC(C(=O)NCCCOC)C1 (centres undefined)	-10%
COc1cc(/C=N/O)ccc1OCC(=O)NN	25%
O=C(NCc1ccc(F)cc1)c1ccc(-c2ccccc2)cc1	8%
Cc1cc(C)c2c(=O)c3c(oc2c1)C(=O)N(Cc1ccco1)C3c1ccccc1F (centres undefined)	-7%
CC(C)c1ccc(NC(=O)Cn2cc(C#N)c3ccccc32)cc1	-11%
COc1cc2nc(-c3ccc(C)c(C)c3)oc(=O)c2cc1OC	-4%
COc1ccccc1NC(=O)c1oc2ccccc2c1NC(=O)COc1ccccc1OC	?
COc1ccc(CN2CCN(Cc3cccc(OC)c3OC)CC2)cc1	?
COCc1ccc(CNC(=O)C(C)(C)C)cc1	17%
COc1ccc(S(=O)(=O)c2c(O)c(C)cc(NS(=O)(=O)c3ccc(Cl)cc3)c2C(C)C)cc1	-34%
COc1cccc(CNC(=O)C2CN(c3cccc(Cl)c3)C(=O)N2)c1 (centres undefined)	8%
O=C(NC1CCCC1)c1ccc(CSc2nc3cccnc3n2Cc2ccccc2)cc1	-27%
COc1ccc(C)cc1NC(=O)CC[C@H]1NC(=O)c2ccccc2NC1=O	-11%
O=C(NCc1ccc(Cl)cc1)C1CCN(c2nn3cc(-c4ccc(F)cc4)nc3s2)CC1	0%
Cc1ccc(-n2nc(C(=O)Nc3cccc(C#N)c3)c3c4ccccc4n(C)c3c2=O)cc1	7%
CC(C)c1ccc(C2=CC(c3ccc(C(C)C)cc3)n3nnnc3N2)cc1 (centres undefined)	?
CC(C)(C)c1cc(N2CCOCC2)n2ncc(-c3ccc(Cl)cc3)c2n1	i
COc1ccc2c(=O)c(-c3cnn(-c4ccccc4)c3)c(C(F)(F)F)oc2c1	25%
CC(NC(=O)CCc1nnc(-c2ccccc2)o1)c1ccccc1 (centres undefined)	21%
Cc1cccc(C(=O)N2CC(c3nnc(C(C)C)o3)C3(CCOCC3)C2)c1 (centres undefined)	-13%
COc1ccc(CNC(=O)Cn2c(=O)oc3cc(S(=O)(=O)NCc4ccccc4)ccc32)cc1	2%
O=S(=O)(N[C@H]1CO[C@H]2[C@@H]1OC[C@@H]2n1nnnc1-c1ccccc1)c1cccc2cccnc12	6%
O=C1NN(c2ccc(Cl)c(Cl)c2)C(=O)/C1=C/c1ccc(-c2ccccc2C(=O)O)o1	-4%

Structures above shown as hits in KDM5B inhibitor.
SMILES	KDM5B inhibitor
O=C(CCC1CCCN(S(=O)(=O)c2ccccc2)C1)NCC1CC1 (centres undefined)	20µM*
Cn1ccc2c(C(=O)NCCC(N)=O)nc(-c3ccccc3)cc21	32µM*

As entered above:
CC(=O)Nc1ccc(CN2CCN3C(=O)N(Cc4ccccc4)C[C@H]3C2)cc1 in KDM5B inhibitor: 17%[86.2 µM]
CC1=C(C(=O)Nc2ccc(C)cn2)C(c2ccc(N(C)C)cc2)C2=C(CCCC2=O)N1 (centres undefined) in KDM5B inhibitor: -9%
COc1ccc(CN[C@@H]2CO[C@H](CNC(=O)CC(C)(C)C)[C@H]2O)cc1 in KDM5B inhibitor: -3%[86.2 µM]
O=C(NCc1ccc(Cl)cc1)C1CCN(c2nn3cc(-c4ccc(F)cc4)nc3s2)CC1 in KDM5B inhibitor: 0%

The list continues:
SMILES	KDM5B inhibitor
CC(C)=CCO[C@H]1CCOC[C@H]1NC(=O)CCc1ccc(=O)[nH]n1	30%
C#CCNC(=O)[C@@H]1CCCN1[C@@H](C(=O)NC)c1ccccc1F	-31%[86.2 µM]
COC(=O)c1ccccc1NC(=O)N1CCC[C@@H](O)[C@H](NC(=O)c2ccc(OCc3ccccc3)cc2)C1	25µM*
O=C(NCCCN1CCCC1)C1CCNCC1	-25%
COc1nccc(N2CCC(CC(=O)NCc3cccc(C(F)(F)F)c3)CC2)n1	6%
COc1ccccc1N1CCN(c2ccc(-c3nc(-c4ccccc4)no3)cc2[N+](=O)[O-])CC1	8%
N#Cc1nc(-c2ccco2)oc1N1CCC(C(=O)N2CCC(CCN3CCOCC3)CC2)CC1	?
COCCNC(=O)[C@H]1C[C@H](Oc2cccnc2)CN1C(=O)NCc1ccccc1	18%
Cc1ccc(CNC(=O)Cn2c(=O)n(-c3cccc(Cl)c3)c(=O)c3sc4ccccc4c32)cc1	-10%
CCc1ccc(-n2c(=O)c3c(C)c(C)sc3n(CC(=O)NCc3ccc(C)cc3)c2=O)cc1	12%
Cc1ccc2oc(=O)n(CCNC(=O)Nc3ccc4c(c3)OCCO4)c2c1	-1%
O=S(=O)(Oc1ccccc1N1CCCCC1)c1ccccc1	-31%
O=C(CSc1nnc2ccccn12)Nc1cccc(S(=O)(=O)N2CCCC2)c1	6%
COc1ccc(-c2nc(C)c(CCNC(=O)c3ccc(F)c(F)c3)s2)cc1	?
O=C(CSc1nc2ccc(NC(=O)c3ccccc3F)cc2s1)Nc1ccccc1	9%
Clc1ccc(-c2noc(-c3ccco3)n2)cc1	3%
Cn1nc(NC(=O)CC(C)(C)CC(=O)O)c2ccccc21	-12%
O=c1cc(CSc2ccc3c(c2)OCCO3)c2c(ccc3ccccc32)o1	?
CCC(=O)N1CCc2cc(Br)cc(S(=O)(=O)CCC(=O)N(C)c3cccc(C)c3)c21	-9%
CC(C)N1CCN(C(=O)c2csc(N3CCN(c4cccc(Cl)c4)CC3)n2)CC1	-11%
CC(C)(C)c1ccc(NC(=O)Nc2ccc3ccccc3n2)cc1	17%
O=C(Nc1ccccc1)c1cccc(S(=O)(=O)Nc2cccc(F)c2)c1	-5%
COc1ccc(CNC(=O)N2CCC(c3noc(-c4cccnc4)n3)C2)cc1 (centres undefined)	-7%

These rows are one share of the data; count on the stated rates, not on these rows.
